ABHD4 inh = ABHD4 inhibitors, primary screen, biochemical, fluorescence polarization, mouse; AID 720543, 2013; purified mABHD4, FP-Rh probe fluorescence polarization; inhibition, % at 8.92 µM; actives 0.54% (n = 370,000);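 active means inhibition exceeding the mean over every tested compound plus 3 SD, cut at about 30% in these data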;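 further: 0% = plate median of compound wells and 100% = S159A mutant with DMSO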
Target sequence (Q8VD66 whole entry, looked up): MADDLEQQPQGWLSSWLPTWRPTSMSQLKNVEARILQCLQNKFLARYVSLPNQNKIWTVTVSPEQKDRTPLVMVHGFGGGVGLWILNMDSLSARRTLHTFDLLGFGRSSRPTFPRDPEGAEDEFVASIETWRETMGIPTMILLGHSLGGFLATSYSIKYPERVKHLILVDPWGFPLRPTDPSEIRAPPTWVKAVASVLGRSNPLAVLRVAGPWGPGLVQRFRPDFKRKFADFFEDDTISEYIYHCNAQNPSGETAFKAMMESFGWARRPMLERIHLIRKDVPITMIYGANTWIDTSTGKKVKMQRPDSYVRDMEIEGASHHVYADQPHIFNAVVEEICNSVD
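system = mouse ABHD4 enzyme, wild type | medium = HEPES pH 7.0, NaCl, Pluronic buffer | also added = FP-Rh probe | incubation = Enzyme–compound pre-incubation 45 min, then probe 60 min, both 25 °C | technique = fluorescence polarization, excitation 525 nm, emission 598 nm, BODIPY TMR filters | controls = S159A mutant high control, sample median low control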
rCAG binder = binders of r(CAG) RNA repeats, primary screen, biochemical, fluorescence; inhibition, % at 3 µM; r(CAG) RNA repeat, TO-PRO-1 dye displacement fluorescence; AID 651821, 2012; actives 1.3% (n = 370,000);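 active means inhibition above the plate cutoff, the mean of all test compounds on that plate plus 3 SD, cut at about 35% in these data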;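 further: 0% = DMSO alone and 100% = 100 µM mitoxantrone as full dye displacement; higher means more dye released from RNA so lower well fluorescence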
TCR-CD3 inh = inhibitors of human TCR-CD3 interaction, primary screen, biochemical, fluorescence, TAMRA-labeled TCR probe | T-cell receptor (TCR) | inhibition, % at 9.4 µM | actives 0.37% (n = 360,000); in the data active means inhibition above about 19%;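 further: recombinant mutant TCR 2C K166C tagged with TAMRA read by polarization; 0% = receptor in buffer alone and 100% = receptor with positive control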
LEDGF integ inh = blockers of LEDGF/p75-dependent integrase strand transfer – biochemical, TR-FRET, high throughput, primary screen; HIV-1 integrase (with human LEDGF/p75); TR-FRET IN-LEDGF/p75 DNA integration, Eu/Cy5; inhibition, % at 3.7 µM; actives 0.64% (n = 370,000); AID 743269, 2014;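 active means inhibition above the screen-wide mean plus 3 SD, cut at about 13% in these data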;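 further: signal is the Cy5 over europium emission ratio at 671 and 618 nm; 0% = plate median of compound wells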
Rev-erbA mod = modulators of Rev-erb alpha DNA binding, primary screen, biochemical, FITC-DNA, fluorescence polarization, uHTS; Rev-erbα–FITC-DNA binding, 90 min; actives 0.79% (n = 370,000); activity, % at 10 µM; AID 1259318, 2017; Nuclear receptor subfamily 1 group D member 1 (Homo sapiens), P20393;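 active means activity above about 14%, limit read from the data; passing the limit was not always enough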;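 further: 0% = DMSO wells with 35 nM protein and 100% = DMSO wells with 750 nM protein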
PG9 Ab binder = binders of HIV-1 gp120 antibody PG9, primary screen, biochemical, TR-FRET; HIV-1 gp120 / PG9 antibody interaction; TR-FRET gp120-PG9 antibody binding; inhibition, % at 6.7 µM; actives 0.43% (n = 360,000); in the data active means inhibition above about 8.5%
HTRA1 inhibitor = HTRA1 serine protease inhibitors, primary screen, biochemical, fluorescence polarization, HTS | Q92743 | recombinant HTRA1, FP-rhodamine activity-based probe | inhibition, % at 5.96 µM | actives 0.5% (n = 340,000); in the data active means inhibition above about 36%;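 further: 0% = enzyme with DMSO and 100% = wells lacking enzyme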
MBD2 inh = inhibitors of MBD2 binding to methylated DNA, primary screen, biochemical, TR-FRET, DNA-binding domain, human | inhibition, % at 4.4 µM | AID 686964, 2013 | actives 0.31% (n = 370,000) | MBD2 binding to methylated oligonucleotide | Methyl-CpG-binding domain protein 2 (Homo sapiens), Q9UBB5; in the data active means inhibition above about 13%
Target sequence (Q9UBB5 whole entry, looked up, the tested form may be a part): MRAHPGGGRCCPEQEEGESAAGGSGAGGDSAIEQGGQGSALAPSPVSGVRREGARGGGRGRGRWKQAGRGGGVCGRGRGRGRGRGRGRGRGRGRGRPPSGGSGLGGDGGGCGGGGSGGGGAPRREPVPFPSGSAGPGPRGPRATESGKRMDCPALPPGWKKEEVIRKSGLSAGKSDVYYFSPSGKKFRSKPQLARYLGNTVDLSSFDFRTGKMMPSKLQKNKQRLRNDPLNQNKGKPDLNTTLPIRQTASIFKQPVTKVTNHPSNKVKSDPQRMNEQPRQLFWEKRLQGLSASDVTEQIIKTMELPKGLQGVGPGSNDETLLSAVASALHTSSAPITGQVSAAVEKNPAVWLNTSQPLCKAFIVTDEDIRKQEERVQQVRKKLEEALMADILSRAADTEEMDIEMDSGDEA
PRMT1 FP inh = PRMT1 methyltransferase inhibitors, primary screen, biochemical, fluorescence polarization; recombinant PRMT1, activity-based probe fluorescence polarization; inhibition, % at 2.79 µM; Protein arginine N-methyltransferase 1 (Homo sapiens), Q99873; actives 1.3% (n = 370,000);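 active means inhibition above about 21% made by adding two undisclosed values, limit read from the data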
UHRF1 MBD2 ctr = UHRF1 methylated DNA binding inhibitors, primary screen, counter-screen for MBD2 inhibitor project, biochemical, TR-FRET, human UHRF1, single concentration; E3 ubiquitin-protein ligase UHRF1 (Homo sapiens), Q96T88; UHRF1 binding to methylated oligo; inhibition, % at 4.4 µM; actives 0.75% (n = 370,000); AID 687016, 2013; in the data active means inhibition above about 21%;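 further: UHRF1 SRA domain binding a hemimethylated CpG hairpin DNA probe; 0% = median of test compound wells and 100% = reference inhibitor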
* hit, by the source's call; . = not tested or not shown. This is a subset (hit frequency here may not be typical).

SMILES	ABHD4 inh	rCAG binder	TCR-CD3 inh	LEDGF integ inh	Rev-erbA mod	PG9 Ab binder	HTRA1 inhibitor	MBD2 inh	PRMT1 FP inh	UHRF1 MBD2 ctr
O=C(NNS(=O)(=O)c1ccc2ccccc2c1)c1cccs1	-10	1	5	2	1	-0.9	-7	-2	2	-4
Cc1ccc(C(=O)N/N=C\c2cccs2)cn1	8	-1	0	1	0	-2.0	0	1	1	-2
C[C@H](O)[C@@H]1C(=O)N2CCc3ccc(-c4ccccc4)cc3[C@@H]2C[C@@H]1N(C)C(=O)c1cccnc1	4	1	-5	-1	-7	0.7	3	1	-1	-3
CN(C)CCOC(=O)NCC12CC3CC(CC(C3)C1)C2	7	-5	-5	-4	-5	1.2	2	0	-2	1
O=C(CN1CCN(S(=O)(=O)N2CCCCC2)CC1)Nc1cc(Cl)cc(Cl)c1	-5	2	9	3	2	-1.4	-17	-3	-2	1
CCOC(=O)[C@@]12CN(C(=O)OC(C)(C)C)CC=C1N(Cc1ccc(OC)cc1)C(=O)[C@H]2CC(=O)NCc1cccc2ccccc12	0	8	.	-1	2	.	.	-5	0	-2
O=C(NCCc1c[nH]c2ccccc12)OCc1cn(Cc2ccc(C(F)(F)F)cc2)nn1	-2	1	.	-1	3	.	.	-2	-6	4
CC1(C(=O)NS(=O)(=O)c2ccccc2Cl)CCN1C(=O)C1CCCCC1 (stereo unspecified)	2	3	-1	-4	-3	0.8	.	-2	3	2
O=C(OCC(=O)N1CCOCC1)c1ccc(Br)cc1	2	-6	2	-1	-2	-1.1	9	6	0	3
Cc1ccc(S(=O)(=O)N(CC(=O)NCCSc2ccccn2)c2ccc(C)c(C)c2)cc1	-3	3	0	-4	5	-1.1	-28	10	3	2
O=C(Nc1ccccc1F)c1oc2ccccc2c1NC(=O)C1CC1	0	1	2	2	8	-1.0	-5	-2	-2	-2
CC(C)(C)NC(=O)CN(C(=O)CCC(=O)Nc1nccs1)c1ccc(F)cc1	1	2	2	1	1	-1.8	7	6	-1	1
Cc1nc2ccc(S(=O)(=O)N(C)CC(=O)Nc3ccccc3F)cc2s1	-1	-3	6	5	5	-2.1	3	1	-5	3
Cc1cc(COc2ccccc2OCCN2CCN(C)CC2)no1	4	2	7	-5	-1	-0.7	6	-5	-1	0
CC1(C)N([O-])C(c2cccs2)=C[N+]1=O	6	1	13	24*	5	0.1	1	-3	-3	1
O=C(CN1C(=O)COc2ccccc21)NCCN1CCOCC1	4	-1	3	2	-6	0.3	10	2	2	2
O=C1C=C(c2cccnc2)CCC1	1	3	-6	0	1	-0.8	-2	1	1	-1
Cc1onc(-c2ccccc2Cl)c1C(=O)N(Cc1ccc(N(C)C)cc1)C(C)C	3	-4	-4	-5	3	0.5	15	4	-1	2
O=C(COc1ccccc1)NC1CCSc2ccccc21 (stereo unspecified)	-1	-3	6	-1	-3	1.0	-5	4	-2	2
Cc1c(NC(=O)OCCNC(=O)COc2ccc(Cl)cc2Cl)sc(=S)n1C	6	0	4	2	-2	-1.6	2	2	-1	-2
COc1ccc(-n2c(C)cc(C(=O)CN3C(=O)NC4(CCc5ccccc54)C3=O)c2C)cc1 (stereo unspecified)	-10	0	-3	1	3	-4.1	-19	1	0	4
COCCN(C(=O)Cc1csc(-c2cccc(Cl)c2)n1)c1c(N)n(Cc2ccccc2)c(=O)[nH]c1=O	5	2	-7	-6	-2	-1.1	-8	4	8	-2
COc1ccccc1-c1nc(-c2ccccc2)[nH]c(=O)c1C#N	0	5	1	-1	-3	0.4	1	-7	0	-2
CCc1nc2c(OCCOc3ccc(F)cc3)cccn2c1N(C)C(=O)c1ccco1	8	2	-2	1	-2	-0.4	.	8	2	1
CC(C)C[C@@H](CN)NC(=O)c1nc[nH]c1C(=O)N[C@@H](C)C(=O)CNC[C@H](C)NC(=O)c1nc[nH]c1C(=O)N[C@@H](Cc1ccccc1)C(=O)O	7	-1	2	1	-4	-1.3	-5	-3	-1	2
CC1CCCCN1C(=O)C1CCCN(S(=O)(=O)c2cccc3nsnc23)C1 (stereo unspecified)	0	-5	5	1	8	0.4	0	0	-2	-4
O=C(Nc1nc2ccccc2s1)c1cnccn1	-2	2	-6	-3	6	-1.2	-1	6	1	3
O=[N+]([O-])c1c(NCCO)cc(N2CCCCCC2)c2nonc12	-2	3	3	3	5	-0.8	-1	-6	-2	-11
COc1ccc(C(=O)OC(C)CN2CCN(C)CC2)cc1 (stereo unspecified)	0	-2	7	0	3	1.6	2	-5	1	-1
Cc1cc(C)n(-c2ccc(C(=O)OCC(=O)NCc3ccc(F)cc3)cc2)n1	-2	-4	5	0	2	-1.7	-1	-5	-3	-3

Three entries from above, reformatted:
Cc1onc(-c2ccccc2Cl)c1C(=O)N(Cc1ccc(N(C)C)cc1)C(C)C
  ABHD4 inh: 3
  rCAG binder: -4
  TCR-CD3 inh: -4
  LEDGF integ inh: -5
  Rev-erbA mod: 3
  PG9 Ab binder: 0.5
  HTRA1 inhibitor: 15
  MBD2 inh: 4
  PRMT1 FP inh: -1
  UHRF1 MBD2 ctr: 2
O=C(COc1ccccc1)NC1CCSc2ccccc21 (stereo unspecified)
  ABHD4 inh: -1
  rCAG binder: -3
  TCR-CD3 inh: 6
  LEDGF integ inh: -1
  Rev-erbA mod: -3
  PG9 Ab binder: 1.0
  HTRA1 inhibitor: -5
  MBD2 inh: 4
  PRMT1 FP inh: -2
  UHRF1 MBD2 ctr: 2
Cc1c(NC(=O)OCCNC(=O)COc2ccc(Cl)cc2Cl)sc(=S)n1C
  ABHD4 inh: 6
  rCAG binder: 0
  TCR-CD3 inh: 4
  LEDGF integ inh: 2
  Rev-erbA mod: -2
  PG9 Ab binder: -1.6
  HTRA1 inhibitor: 2
  MBD2 inh: 2
  PRMT1 FP inh: -1
  UHRF1 MBD2 ctr: -2

In a second layout: 3 of the compounds above.
Cc1cc(COc2ccccc2OCCN2CCN(C)CC2)no1
  ABHD4 inh = 4	rCAG binder = 2	TCR-CD3 inh = 7	LEDGF integ inh = -5	Rev-erbA mod = -1	PG9 Ab binder = -0.7	HTRA1 inhibitor = 6	MBD2 inh = -5	PRMT1 FP inh = -1	UHRF1 MBD2 ctr = 0
Cc1onc(-c2ccccc2Cl)c1C(=O)N(Cc1ccc(N(C)C)cc1)C(C)C
  ABHD4 inh = 3	rCAG binder = -4	TCR-CD3 inh = -4	LEDGF integ inh = -5	Rev-erbA mod = 3	PG9 Ab binder = 0.5	HTRA1 inhibitor = 15	MBD2 inh = 4	PRMT1 FP inh = -1	UHRF1 MBD2 ctr = 2
O=C(Nc1nc2ccccc2s1)c1cnccn1
  ABHD4 inh = -2	rCAG binder = 2	TCR-CD3 inh = -6	LEDGF integ inh = -3	Rev-erbA mod = 6	PG9 Ab binder = -1.2	HTRA1 inhibitor = -1	MBD2 inh = 6	PRMT1 FP inh = 1	UHRF1 MBD2 ctr = 3

Further entries follow.
SMILES	ABHD4 inh	rCAG binder	TCR-CD3 inh	LEDGF integ inh	Rev-erbA mod	PG9 Ab binder	HTRA1 inhibitor	MBD2 inh	PRMT1 FP inh	UHRF1 MBD2 ctr
CC(C)c1cccc(-c2ccc3c(c2)S(=O)(=O)c2cccc(C(=O)NCc4ccco4)c2C3=O)c1	7	15	8	-1	-30	2.4	-19	1	6	2
CCC(=O)NCCc1nc2cc(NC(=O)c3cccc([N+](=O)[O-])c3)ccc2n1C	-11	7	0	5	5	-1.9	5	-8	-3	2
CCCC(=O)N1CCCC1(C)C(=O)Nc1ccc2cn[nH]c2c1 (stereo unspecified)	-3	0	-1	5	3	2.4	.	7	1	1
O=C1CN(C(=O)c2ccc(Br)o2)C(c2ccc(F)cc2)c2cc(Cl)ccc2N1 (stereo unspecified)	-5	-1	8	3	-1	-0.8	-36	1	1	-1
C=CCn1c(SCC(C)=O)nc2scc(-c3ccco3)c2c1=O	6	21	-1	8	-7	0.7	2	1	49*	2
CC(=O)c1c(OC(=O)c2ccc(C)cc2)c2ccccc2n1C	2	-1	4	1	3	-2.1	23	-6	-2	0
O=C(O)C1C2CCC(C2)C1C(=O)Nc1cc(F)ccc1F (stereo unspecified)	4	-4	-5	0	-5	0.3	2	6	2	0
CC1(CCOCc2ccccc2)NC(=O)NC1=O (stereo unspecified)	-1	1	-6	-3	8	-0.1	2	3	3	-2
N#Cc1c(C(F)(F)F)cc(=O)n2c1[nH]c1ccccc12	17	6	4	0	-4	0.5	0	0	0	-3
COc1ccc(-c2noc(CCC(=O)N3CCN(c4ccccc4C)CC3)n2)cc1	-9	3	2	3	0	-0.9	-19	-2	-2	0
Cc1ccccc1-c1cn(-c2ccccc2)c(=S)[nH]1	-1	4	5	-1	0	-2.5	1	0	12	-2
CC(=O)c1ccc(NC(=O)/C(Cl)=C/c2ccccc2)cc1	1	0	4	-2	4	-3.4	-1	3	-2	0
O=C(COC(=O)c1ccccc1[N+](=O)[O-])c1ccc2c(c1)OCO2	17	0	8	5	-2	0.2	1	-5	0	-1
